# Assay outcomes as filed in PubChem BioAssay.
# NPY Y2 blocker = antagonists of human neuropeptide Y receptor Y2; P49146; NPY-Y2 expressing cells, antagonist mode; actives 0.99% (n = 140,000); inhibition, % at 2.7 µM; in the data active = inhibition above about 17%;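 also: 0% = vehicle with agonist challenge and 100% = reference antagonist with challenge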
# Target sequence (P49146 whole entry, looked up): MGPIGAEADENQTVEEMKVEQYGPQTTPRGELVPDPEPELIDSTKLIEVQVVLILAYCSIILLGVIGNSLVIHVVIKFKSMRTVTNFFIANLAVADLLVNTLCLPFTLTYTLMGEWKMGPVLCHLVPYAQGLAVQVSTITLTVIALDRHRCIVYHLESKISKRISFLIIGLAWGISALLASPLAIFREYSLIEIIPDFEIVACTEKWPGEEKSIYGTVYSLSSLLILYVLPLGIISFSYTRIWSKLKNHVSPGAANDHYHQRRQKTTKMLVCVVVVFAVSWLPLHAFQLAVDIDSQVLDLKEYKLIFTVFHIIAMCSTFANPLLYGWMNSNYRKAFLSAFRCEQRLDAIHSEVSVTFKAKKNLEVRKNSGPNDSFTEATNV
# BB579 growth dn = yeast BB579 growth reduction in restrictive medium; S. cerevisiae BB579 growth, OD615, 48 h; actives 0.51% (n = 140,000); inhibition, % at 10 µM; AID 804;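 active = inhibition above a set limit, 3 SD over the mean compound inhibition, cut at about 44% in these data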; also: inactives centre near -24
#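 System: Saccharomyces cerevisiae DeaD strain BB579, replicative lifespan model yeast. Buffer or medium: restrictive glucose-based CSMM-D medium. Doses: one dose, 10 µM compound with 0.25% DMSO. Timing: 4 h preincubation and 48 h exposure at 30 °C. Detection: turbidity as optical density at 615 nm. Benchmarks: amphotericin B 10 µg/mL, positive.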
# Phagocytosis inh = inhibitors of macrophage phagocytosis | inhibition, % at 5 µM | AID 1029 | actives 0.07% (n = 110,000) | J774A.1 macrophage IgG-bead phagocytosis, imaging;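 active = inhibition above the mean of the plate negative controls plus 5 SD, cut at about 13% in these data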;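 also: phagocytic index as fraction of beads internalized from green versus red external bead signal; plate controls were DMSO negative control for no effect and cytochalasin-D positive control for full effect; some results beyond the cut were filed as inactive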
# Yeast life ext = yeast lifespan extension | S. cerevisiae growth with nicotinamide, OD615; deaD strain in restrictive glucose medium | inhibition of the nicotinamide effect, % at 10 µM | actives 0.68% (n = 130,000);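 active = inhibition above a set limit, placed 3 SD over the median of all compounds, cut at about 26% in these data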;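 also: 0% = nicotinamide-treated wells and 100% = cells grown without nicotinamide; some compounds called inactive have numbers as strong as hits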
#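 Buffer or medium: CSMM-D glucose medium, restrictive; test system: modified budding yeast, DeaD strain; compound: single dose 10 µM compound, 0.25% DMSO; schedule: culture preincubation 4 h, compound exposure 48 h, both 30 °C; detection: optical density (absorbance) at 615 nm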
# GALR2 blocker = antagonists of human galanin receptor 2 (GALR2) | GALR2-expressing cells, antagonist mode | inhibition, % at 4 µM | O43603 | actives 0.39% (n = 140,000); in the data active = inhibition above about 27%;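 also: cells stimulated with galanin 1-16 at roughly its EC80; 0% = agonist challenge control and 100% = basal control without agonist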
# Target sequence (O43603 whole entry, looked up): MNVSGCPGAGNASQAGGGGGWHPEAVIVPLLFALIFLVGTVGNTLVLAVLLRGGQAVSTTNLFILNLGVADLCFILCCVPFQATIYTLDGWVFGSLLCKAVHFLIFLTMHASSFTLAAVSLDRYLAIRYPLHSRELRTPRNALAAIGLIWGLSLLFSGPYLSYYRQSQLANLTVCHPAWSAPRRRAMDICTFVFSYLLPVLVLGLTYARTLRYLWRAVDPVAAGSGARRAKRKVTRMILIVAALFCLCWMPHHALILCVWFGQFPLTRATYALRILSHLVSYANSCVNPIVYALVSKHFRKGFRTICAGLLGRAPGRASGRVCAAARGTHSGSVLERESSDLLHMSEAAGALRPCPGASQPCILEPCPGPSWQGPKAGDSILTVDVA
# PTEN del growth = growth suppressors of cells with PTEN tumor suppressor deletion | HCT116 PTEN-null viability, CellTiter-Glo, 60 h; stronger effect = lower value | viability, % at 10 µM | actives 1.2% (n = 140,000);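 active = viability at or below a set limit, 4 SD under the median of all tested compounds, cut at about 3.7% in these data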;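 also: PTEN knockout HCT116 line with beta catenin targeted HCT116 as companion control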
# HCT116 bCat-KO = beta-catenin-lacking colon tumor cell growth suppression | HCT116 beta-catenin knockout viability, CellTiter-Glo, 60 h; stronger effect = lower value | viability, % at 10 µM | actives 1.5% (n = 140,000);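 active = viability at or under a set limit, the compound median less 4 SD, cut at about 6% in these data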;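 also: 0% = Hyamine 1622 control at 20 µM and 100% = untreated cell control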
# Measles CPE = protection of cells from measles virus; Measles virus-infected cells, CPE protection, absorbance; protection (pct of control), % at 4 µM; actives 1.5% (n = 140,000); AID 841; in the data active = protection mostly above about 24%, no sharp cut-off; inactive = mostly below about 26%; also: some compounds called inactive have numbers as strong as hits
# E-sel TNF inh = blocks E-selectin expression induced by TNF alpha; actives 0.71% (n = 120,000); HUVEC TNFa-induced E-selectin immunofluorescence, high content; AID 1246; inhibition, % at 2 µM;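 active = inhibition above the batch mean plus 3 SD, and confirmed as a hit on visual image review, cut at about 43% in these data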;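 also: 0% = TNF-stimulated DMSO wells and 100% = unstimulated control wells; not every result past the cut was called active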
# MRP-1 activ = activates MRP-1. H69AR cells + doxorubicin, viability rescue, CellTiter-Glo. viability increase, % at 10 µM. actives 0.61% (n = 140,000). AID 799;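 active = viability gain under doxorubicin at or above a set limit, the compound median plus 3 SD, cut at about 4.7% in these data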;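 also: MRP-1 overexpressing cells given doxorubicin 25 µM after compound pretreatment; 18-22 h compound pretreatment then 72 h with doxorubicin before readout; 0% = doxorubicin-only wells and 100% = vehicle-treated cells without doxorubicin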
# Active calls of the source: *; . = no result given. The list is partial, so the mix of outcomes need not match the whole.
# Sequence of screens – NPY Y2 blocker, BB579 growth dn, Phagocytosis inh, Yeast life ext, GALR2 blocker, PTEN del growth, HCT116 bCat-KO, Measles CPE, E-sel TNF inh, MRP-1 activ
CCC1=C(C)C(N2CCOCC2)=NP(N2CCOCC2)(N2CCOCC2)=N1
    0, -9, 0, -4, 5, 95, 97, 8, ., -1.4
CCOC(=O)C(O)(c1ccc(N(CC)S(=O)(=O)c2ccccc2)cc1)C(F)(F)F (stereo not given)
    -1, -11, 0, -3, 1, 87, 88, 7, -6, -3.7
Oc1c(Br)cc(Br)cc1Oc1ccc(Br)cc1Br
    4, 83*, ., -5, -6, 72, 78, 17, -12, -2.1
CN(C)CC1CSCCC1(O)c1cccc(Cl)c1 (stereo not given)
    0, -10, ., ., -6, 109, 80, 20, 9, -0.8
Nc1ccc(C2(c3ccc(N)cc3)c3ccccc3-c3ccccc32)cc1
    7, -71, -12, 8, -5, 78, 84, 12, ., -0.1
COc1cc(/C=C2/C(=O)NC(=O)N(c3ccccc3)C2=O)ccc1O
    0, -29, -5, -2, -4, 94, 93, 2, 7, -0.5
CC1CN=C(Nc2ccccc2)S1 (stereo not given)
    -1, -48, -1, 2, 8, 99, 100, 9, -5, -1.6
CC1=CC(=O)NP(=O)(Oc2ccc3ccccc3c2)N1 (stereo not given)
    5, -16, 0, -13, 3, 108, 90, 4, ., -0.6
O=C(Cc1ccccc1)OCCNC(=O)c1cccnc1
    0, -31, -2, -2, 8, 110, 98, 3, -6, -0.7
Cc1cccc(CN2CCN(Cc3ccc(Cl)cc3)CC2)c1
    9, -26, ., -2, -2, 91, 78, 4, 13, -2.5
O=C(COC(=O)Cc1ccccc1)Nc1ccc(SC(F)F)cc1
    1, -27, -8, -9, 5, 84, 103, 10, -8, -0.1
CN1C(=O)C(C2(C#N)CCCCC2)C(=O)N(C)C1=O
    1, 5, -1, -12, -12, 102, 111, 9, -8, 0.1
CCn1c(O)c(/C(C)=N/N2CCCCC2c2cccnc2)c(=O)[nH]c1=S (stereo not given)
    5, -6, -3, 2, -3, 69, 70, 12, ., -1.5
CCC(=Nc1ccccc1NC(C)=O)c1c(O)n(C)c(=O)n(C)c1=O
    7, -19, 0, 20, -8, 94, 82, 17, -4, -0.8
CCN(CC)C(=O)c1ccc(N2C(=O)C3CC=C(Cl)CC3C2=O)cc1 (stereo not given)
    -1, -2, -1, 26*, -14, 105, 111, 3, ., 1.2
O=C(CSc1ccccc1)N1CCC2(CC1)OCCO2
    1, -29, 0, -13, 7, 97, 109, 17, -43, 0.5
CCOC(=O)c1c(N)n(CCN2CCCCC2)c2nc3ccccc3nc12
    0, -32, 0, -19, -6, 55, 59, 4, ., -4.0
CCCC1=C(C(=O)OCC)C2(C(=O)Nc3ccc(C)cc32)C(C#N)=C(N)O1 (stereo not given)
    2, -41, -1, -3, 2, 102, 97, 1, ., -1.5
COc1ccccc1C1=NCc2nnc(C)n2-c2ccc(Cl)cc21
    5, -14, -3, 0, -5, 99, 88, 9, -12, -1.3
CCCCCCOc1ccc(CN2CCN(CC)CC2)cc1
    14, 20, ., -12, 1, 65, 62, 1, 1, -5.3
CCC(COC(=O)NC)NC(=O)Oc1cccc(C)c1 (stereo not given)
    0, -40, ., -2, 13, 86, 85, 17, 21, -2.4
CC(C)(C)N1Cc2ccccc2C1=N
    2, -44, 2, 15, -5, 98, 87, 4, -29, -2.0
Cc1cccc(N2C(=O)/C(=C/c3ccc(CN(CCC#N)S(C)(=O)=O)o3)C(=O)NC2=S)c1
    2, -14, 2, -5, -8, 91, 91, 36, -2, -1.5
Cc1ccc2c(c1)=C/C(=C\c1c(O)[nH]c(=S)[nH]c1=O)C(=O)N=2
    4, -20, -8, -1, -3, 61, 73, 9, -5, 0.4
Cn1nc(N)c2c1N=P(N1CCOCC1)(N1CCOCC1)N=C2c1ccccc1
    0, -27, 0, 0, -2, 95, 92, 17, -11, -1.2
O=C(Nc1cccc(OC(=O)N2CCOCC2)c1)N1CCOCC1
    -2, 26, -1, -3, -2, 88, 101, 5, -5, -1.2
CCCN1C2CCCC1CC(NC(C)=O)C2 (stereo not given)
    5, -30, -3, -10, 5, 92, 94, 49*, -47, -0.3
CCCCn1c(O)c(C=NCCCn2ccnc2)c(=O)[nH]c1=O
    1, -33, 0, -12, -3, 98, 94, 10, 4, -1.2
CCCCn1c(O)c(C(CC)=NCc2cccnc2)c(=O)[nH]c1=O
    4, -21, ., -2, 1, 95, 93, 4, 21, -2.6
COC(=O)C1C2c3ccccc3OC1(C)N=c1s/c(=C/c3cnn(C)c3C)c(=O)n12 (stereo not given)
    5, -40, 0, -13, -6, 95, 87, 6, -27, -0.7
CCCCn1c(O)c(C(CC)=NCCCN(C)C)c(=O)[nH]c1=O
    2, -38, 0, -5, 5, 93, 97, 15, 7, -2.7
Cc1occc1C(=O)N1CCC2(CC1)OCCO2
    1, 29, 0, -4, -10, 96, 92, 5, -1, -0.5
FC(F)(F)c1ccc2c(c1)nnn2C1CCN(Cc2nnnn2Cc2ccccc2)CC1
    1, -8, -2, -2, -4, 42, 55, 4, -50, -3.9
Cc1cc(N2C(=O)C3CCCN3C2c2ccccc2)no1 (stereo not given)
    2, -44, -2, -3, 10, 104, 94, 4, 38, -0.7
O=P(N1CCCCC1)(N1CCCCC1)C(Cl)(Cl)Cl
    4, -20, 2, -14, -1, 86, 89, 5, 11, -1.0
CN(C)C(=O)Oc1ccc(OCc2cccc[n+]2C)cc1
    1, -4, -2, 2, 5, 102, 100, 6, ., 1.6
CN(Cc1ccccc1)C(=C(Cl)Cl)/C(=C1/NCCN1Cc1ccc(Cl)nc1)[N+](=O)[O-]
    8, -32, -2, -3, -11, 103, 99, 14, 5, -0.3
CC(=O)N1CN2CN(C1)CN(C(C)=O)C2
    -1, -32, -3, 1, 3, 88, 84, 15, 6, -0.6
Cc1ccc2c(c1)[C@@H]1CN(C)CC[C@@H]1N2C(=O)Nc1cccc(C(F)(F)F)c1
    -1, -29, 0, -11, 17, 54, 45, 8, -21, -2.6
CC(=O)c1ccc2c(c1)C1C(Cl)C(Sc3ccccc3[N+](=O)[O-])CC1C(C(=O)O)N2 (stereo not given)
    1, -1, -11, 0, 2, 101, 91, 10, ., -1.7
CNC(C(=O)c1ccccc1)C(OC)c1ccccc1 (stereo not given)
    0, -33, -2, 1, 12, 91, 87, 9, 3, -2.1
O=C(c1cc(S(=O)(=O)N2CCCCC2)ccc1F)N1CCC2(CC1)OCCO2
    1, -80, -1, -3, 2, 111, 100, 15, 9, -0.7
CCCCC(=O)N/N=C/c1c(O)n(CC)c(=S)[nH]c1=O
    1, 5, -2, -5, 4, 90, 85, 17, ., 0.4
CCOC(=O)c1c(/N=C/c2c(O)n(-c3ccccc3F)c(=S)[nH]c2=O)sc2c1CCCC2
    3, -43, -1, -6, 3, 92, 89, 5, 2, -1.5
CN1C(=O)C(=Cc2ccc(N3CCCCCC3)o2)C(=O)N(C)C1=S
    3, -50, ., -8, -2, 86, 79, 6, -45, -1.3

# Random excerpt: 4 compounds from above.
# Sequence of screens – NPY Y2 blocker, BB579 growth dn, Phagocytosis inh, Yeast life ext, GALR2 blocker, PTEN del growth, HCT116 bCat-KO, Measles CPE, E-sel TNF inh, MRP-1 activ
CCOC(=O)c1c(N)n(CCN2CCCCC2)c2nc3ccccc3nc12
    0, -32, 0, -19, -6, 55, 59, 4, ., -4.0
O=P(N1CCCCC1)(N1CCCCC1)C(Cl)(Cl)Cl
    4, -20, 2, -14, -1, 86, 89, 5, 11, -1.0
CNC(C(=O)c1ccccc1)C(OC)c1ccccc1 (stereo not given)
    0, -33, -2, 1, 12, 91, 87, 9, 3, -2.1
CN1C(=O)C(=Cc2ccc(N3CCCCCC3)o2)C(=O)N(C)C1=S
    3, -50, ., -8, -2, 86, 79, 6, -45, -1.3

# New compounds follow:
# Sequence of screens – NPY Y2 blocker, BB579 growth dn, Phagocytosis inh, Yeast life ext, GALR2 blocker, PTEN del growth, HCT116 bCat-KO, Measles CPE, E-sel TNF inh, MRP-1 activ
CSC1=NP(=S)(SC)N(C)c2nc3n(c21)CCC3 (stereo not given)
    -1, -29, 0, 3, 3, 88, 92, 13, -21, -2.8
CCOc1ccccc1-n1c(O)c(C=Nc2ccc(N(CC)CC)cc2)c(=O)[nH]c1=O
    3, -22, 0, 5, 11, 53, 44, 1, -13, -1.4
N/C(=N\N=C/c1ccc(-c2ccc(O)c(C(=O)O)c2)o1)N[N+](=O)[O-]
    1, -28, 0, -25, -6, 86, 87, 3, -2, -0.5
CCC(C)N1C(=O)/C(=C/c2ccc3c(c2)CCN3CCCCl)C(=O)NC1=S (stereo not given)
    -1, -3, -2, 10, 5, 81, 96, 6, ., -4.1
Cc1ccc2c(c1)CNc1ccccc1O2
    1, -27, 0, -6, 10, 84, 78, 5, -19, -0.8
COc1cccc(-n2c(O)c(C=NCc3ccc4c(c3)OCO4)c(=O)[nH]c2=O)c1
    0, -46, -1, -13, -10, 96, 87, 9, -5, -1.1
CN1c2ccccc2Oc2ccccc21
    4, 4, -1, -7, 14, 101, 95, 18, ., -0.4
CCOC(=O)c1c(-n2c(C)cc(/C=C3\C(=O)NC(=O)N(C)C3=O)c2C)sc2c1CCCC2
    4, -67, ., -2, -3, 73, 77, 4, -54, 1.8
CC1CCN(S(=O)(=O)c2ccc(NN=C(C#N)C#N)cc2)CC1
    5, -47, -1, -14, 2, 75, 87, 3, -19, -0.8
O=c1[nH]c(=O)n(-c2ccc(F)cc2)c(O)c1C=Nc1ccccc1N1CCCC1
    -2, -95, ., -8, 0, 108, 104, 8, -10, 0.5
Cc1ccc(C(=O)Nc2ccc(-n3ccnc3P(=O)(O)c3ccccc3)cc2)cc1
    3, -52, -1, 0, -4, 100, 99, 2, 25, -0.1
Nc1c2c(nc3sc4c(c13)CCCC4)CCCCC2
    11, -50, 0, 0, -5, 7, 4.1*, 20, -56, -2.2
CC1(C)CC(=O)C2=C(C1)NC(=O)C21C(C(=O)OC(C)(C)C)=C(N)Oc2ccc(Br)cc21 (stereo not given)
    -2, -40, ., -8, 12, 91, 91, 15, -51, -1.9

# As entered above:
# Entry of O=C(COC(=O)Cc1ccccc1)Nc1ccc(SC(F)F)cc1 in HCT116 bCat-KO: 103
# Entry of CCC1=C(C)C(N2CCOCC2)=NP(N2CCOCC2)(N2CCOCC2)=N1 in GALR2 blocker: 5
